# Assay outcomes: PubChem BioAssay, National Center for Advancing Translational Sciences (NCATS)
# G9a block: qHTS Assay for Inhibitors of Histone Lysine Methyltransferase G9a. Histone-lysine N-methyltransferase EHMT2 (Homo sapiens), Q96KQ7. G9a H3K9 monomethylation, AlphaScreen, 2 h. Potency, µM (highest dose often 102 µM), for the others: at the top dose activity, negative = inhibition, hits mostly inhibitors. hit rate 8.8% among 350,000; further: on the % scale 0 is the no-effect control and ±100 the full control effect; nearly all actives have a fitted effect of over 75% in size
# Target sequence (Q96KQ7 913-1193 limits assumed): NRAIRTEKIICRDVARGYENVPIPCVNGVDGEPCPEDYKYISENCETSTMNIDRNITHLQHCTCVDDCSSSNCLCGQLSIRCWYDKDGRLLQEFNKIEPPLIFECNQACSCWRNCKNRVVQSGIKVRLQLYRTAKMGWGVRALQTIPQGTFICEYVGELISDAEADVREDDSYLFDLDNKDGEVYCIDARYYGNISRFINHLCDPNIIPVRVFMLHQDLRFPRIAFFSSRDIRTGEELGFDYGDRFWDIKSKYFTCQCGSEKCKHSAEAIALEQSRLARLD
#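 Signal arises when biotinylated H3K9 peptide, once monomethylated, bridges streptavidin donor and antibody-captured acceptor beads. Enzyme at 20 nM was preincubated 15 min with test compounds; peptide 500 nM and SAM 20 uM then reacted for 2 h.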
# HP1b binding inh: HTS for Inhibitors of HP1-beta Chromodomain Interactions with Methylated Histone Tails; hit rate 0.56% among 390,000; Chromobox protein homolog 1 (Homo sapiens), P83916; Potency, µM (highest dose often 114 µM), inactives show at the highest dose activity change, negative = inhibition, most hits filed as inhibitors; AlphaScreen HP1-beta / biotin-H3K9me3 peptide binding; further: nearly all actives have a fitted effect of over 70% in size; inactives centre near 23
# Target sequence (P83916 whole entry, looked up): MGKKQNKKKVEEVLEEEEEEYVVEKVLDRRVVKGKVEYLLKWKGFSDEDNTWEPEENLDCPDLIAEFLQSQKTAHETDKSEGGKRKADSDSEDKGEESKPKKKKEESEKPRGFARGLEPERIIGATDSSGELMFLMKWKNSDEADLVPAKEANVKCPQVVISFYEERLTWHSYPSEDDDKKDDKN
#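 HP1-beta protein (50 nM final) preincubated 30 min at room temperature with biotinylated H3(1-18)K9me3 peptide (50 nM) in PBS pH 7.4, 0.01% Tween-20, then compound added for 30 min. AlphaScreen streptavidin donor/nickel chelate acceptor beads (10 ug/mL final), 30 min dark, luminescence read.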
# Pin1 inh: qHTS Assay to Find Inhibitors of Pin1; Potency, µM (highest dose often 115 µM), for inactives: at the highest dose activity, negative = inhibition, usual class: inhibitors; hit rate 0.009% among 390,000; AID 504891, 2011; Peptidyl-prolyl cis-trans isomerase NIMA-interacting 1 (Homo sapiens), Q13526; Pin1 FP peptide displacement, HiFluor488, 10 min; active means well fitted inhibition curve with a large enough effect in the polarisation, with a control signal flat, not every such curve was filed as active; inconclusive means small, poorly fitted or top-dose-only effect, or effect the other way, or a change in a side signal; inactive means no such curve, though single readings can be large or run the other way; the % refers to the polarisation; further: on the % scale 0 is the no-effect control and ±100 the full control effect
# Target sequence (Q13526 whole entry, looked up): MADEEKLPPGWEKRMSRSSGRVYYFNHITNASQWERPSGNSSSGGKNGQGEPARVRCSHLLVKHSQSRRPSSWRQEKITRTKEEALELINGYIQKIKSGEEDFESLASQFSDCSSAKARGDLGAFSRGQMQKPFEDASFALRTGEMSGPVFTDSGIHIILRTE
# POLI inh: qHTS for Inhibitors of Polymerase Iota; DNA polymerase iota (Homo sapiens), Q9UNA4; Pol iota fluorescent replication assay, 10 min; Potency, µM (top dose mostly 115 µM), inactives show at the highest dose activity, negative = inhibition, actives largely listed as inhibitors; hit rate 1% among 390,000
#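 Pol iota at 10 nM preincubated 15 min with compounds at room temperature; reaction started with fluorescent substrate, 50 nM final. Fluorescence read kinetically at 0 and 10 min; buffer-only wells as negative control.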
# BLM helicase inh: qHTS Assay for Inhibitors of Bloom's syndrome helicase (BLM); hit rate 0.2% among 350,000; AID 2528, 2010; Potency, µM (highest dose often 56.1 µM), for the others: top-dose activity change, negative = inhibition, usual class: inhibitors; recombinant BLM DNA unwinding, fluorescence dequenching; RecQ-like DNA helicase BLM (Homo sapiens), P54132;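 further: plate controls were vehicle for no effect and no enzyme for full effect; nearly all actives have a fitted effect of over 35% in size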
# Tb PGK inh: qHTS Assay to Find Inhibitors of Phosphoglycerate Kinase | Phosphoglycerate kinase, glycosomal (Trypanosoma brucei brucei), P07378 | PGK/GAPDH coupled, Kinase-Glo luminescence, 60 min | Potency, µM (titrated, usually from 57.5 µM), without a hit: at the highest dose activity change, negative = inhibition, hits mostly inhibitors | hit rate 0.043% among 380,000 | AID 602233, 2012; further: on the % scale 0 is the no-effect control and ±100 the full control effect; nearly all actives have a fitted effect of over 60% in size
# Target sequence (P07378 whole entry, looked up): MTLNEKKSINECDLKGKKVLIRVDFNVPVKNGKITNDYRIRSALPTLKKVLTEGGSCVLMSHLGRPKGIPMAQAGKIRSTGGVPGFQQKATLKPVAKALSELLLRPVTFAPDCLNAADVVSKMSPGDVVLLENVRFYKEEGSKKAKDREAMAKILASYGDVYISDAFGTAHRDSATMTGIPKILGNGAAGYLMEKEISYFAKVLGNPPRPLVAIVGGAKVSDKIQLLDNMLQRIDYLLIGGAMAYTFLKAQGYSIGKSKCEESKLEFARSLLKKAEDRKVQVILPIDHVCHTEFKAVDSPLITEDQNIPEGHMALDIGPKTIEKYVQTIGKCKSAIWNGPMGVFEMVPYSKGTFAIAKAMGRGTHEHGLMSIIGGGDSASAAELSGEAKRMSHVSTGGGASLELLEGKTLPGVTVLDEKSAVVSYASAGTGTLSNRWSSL
#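 Luminescent ATP detection (Kinase-Glo Plus) follows a 60-minute room-temperature incubation, with wells lacking PGK as controls. Buffer: 100 mM TEA (pH 7.6), 5 mM MgCl2, 0.01% Tween-20. Coupling enzyme GAPDH (100 nM final) supplies unstable 1,3-BPG in-well.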
# JMJD2A Tudor: qHTS Assay for Inhibitors of JMJD2A-Tudor Domain; Potency, µM (top dose mostly 114 µM), for the others: top-dose activity change, negative = inhibition, actives largely listed as inhibitors; AlphaScreen JMJD2A-Tudor / H3K4me3 peptide binding; hit rate 4.4% among 390,000; Lysine-specific demethylase 4A (Homo sapiens), O75164; further: on the % scale 0 is the no-effect control and ±100 the full control effect; nearly all actives have a fitted effect of over 50% in size
# GLS inh: qHTS for Inhibitors of Glutaminase (GLS) | GLS enzymatic activity, qHTS titration | Glutaminase kidney isoform, mitochondrial (Homo sapiens), O94925 | hit rate 0.21% among 410,000 | AID 624170, 2012 | Potency, µM (highest dose often 45.5 µM), for inactives: top-dose activity change, negative = inhibition, hits mostly inhibitors; further: on the % scale 0 is the no-effect control and ±100 the full control effect
#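 Glutamate formation by hKGA was monitored fluorometrically using coupled glutamate oxidase, HRP and Amplex Red. Substrate was added as 1 mM L-glutamine solution; incubation was 30 min at RT after an initial read.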
# BAZ2B block: qHTS Assay for Inhibitors of BAZ2B. Bromodomain adjacent to zinc finger domain protein 2B (Homo sapiens), Q9UIF8. AlphaScreen BAZ2B-H3K14Ac peptide displacement. Potency, µM (highest dose often 114 µM), without a hit: at the top dose activity change, negative = inhibition, hits mostly inhibitors. hit rate 4.4% among 360,000. AID 504333, 2011; further: on the % scale 0 is the no-effect control and ±100 the full control effect; nearly all actives have a fitted effect of over 60% in size
#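 Protein-peptide AlphaScreen: BAZ2B 50 nM, b-H3K14Ac 50 nM, 1x PBS pH 7.4 + 0.01% Tween-20. Preincubation 30 min RT; cpd 30 min RT (top 110 uM); beads 20 min RT, light-protected.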
# Active calls of the source: *; i = inactive; ? = inconclusive; · = not tested or not shown; & = joins results of further samples; ! = a repeat was not active; [ ] = another dose, or the depositor's remark. Unless noted, the call rests on the fitted dose curve; in most records, active means well fitted curve in the direction sought with a large enough effect; inconclusive means small, poorly fitted or top-dose-only effect, or another doubt; inactive means no such curve, though single readings can be large; an effect the other way counts as inactive or inconclusive. Potency means the concentration at half of the fitted maximal effect. An excerpt; rates above refer to the full screens.
G9a block,HP1b binding inh,Pin1 inh,POLI inh,BLM helicase inh,Tb PGK inh,JMJD2A Tudor,GLS inh,BAZ2B block,Compound
30%,-6%,4%,8%,-4%,12%,-9%,2%,2%,COc1ccc(NC(=O)CN(Cc2ccccc2)S(C)(=O)=O)c(OC)c1
4%[59 µM],17%,-2%,22%,-2%,i,-8%,-7%,-1%,Cc1cc(C)cc(-n2ccn(Cc3ccccc3C)c(=O)c2=O)c1
-13%[0.501 µM],2%,5%,6%,6%,4%,79µM*,-4%,50µM*,COc1ccc(CNCCc2ccc([N+](=O)[O-])cc2)c(OC)c1OC
16%[59 µM],14%,2%,48%[activator],·,-5%,4%,2%,3%,CN(CC(=O)NCc1ccccc1)CC(=O)Nc1ccc(Cl)c(C(F)(F)F)c1
13%[59 µM],22%,1%,-8%,-8%,-9%,-20%,50%[activator],-6%,Cc1ccc(F)cc1NC(=O)c1cccc(N(C)C)c1
?,18%,5%,10%,0%,-5%,-18%,6%,-22%,CCc1ccc(NC(=O)N(CCN(C)C)C(C)c2cccnc2)cc1 (configuration not stated)
-12%,32%,0%,17%,-1%,-7%,-9%,2%,0%,CCCCSc1nnc(C)c(=O)[nH]1
19%,21%,1%,25%,1%,1%,-15%,1%,-1%,[N-]=[N+]=NC1CC(CO)OC1n1ccc(=O)[nH]c1=O (configuration not stated)
8.9µM*,?,-3%,11%,1%,-1%,18µM*,-2%,-23%,CCOc1ccc(CCNC(=O)CSc2n[nH]c(N)n2)cc1OCC
15%,34%,?,165%[activator],-2%,-5%,-2%,-2%,-6%,CCOC(=O)c1sc2nc(CSc3ccccc3)[nH]c(=O)c2c1C
25%[59 µM],23%,-2%,4%,-5%,14%,0%,8%,8%,Cc1nc2c(c3c1[nH]c1ccccc13)C(O)CC(C)(C)C2 (configuration not stated)
7.1µM*!,28%,0%,-9%[58.9 µM],-9%&0%,-1%,3.2µM*,-1%,·,NC1(C(=O)O)CC1
18%[59 µM],28%,31%[activator],22%,0%,-9%,0%,-4%,1%,CC(=O)c1ccc(NC(=O)Cn2cc(S(=O)(=O)Cc3cccc(Cl)c3)c3ccccc32)cc1
10%[59 µM],26%,-3%,0%,-5%,-8%,-10%,-1%,1%[57.1 µM],COc1ccc2c(c1OC)C(=O)OC2Nc1ncccc1C (configuration not stated)
28µM*,16%,-5%,5%,-1%,-3%,10%,1%,-2%,CC(OC(=O)c1ccccc1NCCO)C(=O)NCC(=O)Nc1ccc(F)c(F)c1F (configuration not stated)
-1%,37%,7%,0%,-1%,i,-2%,9%,-2%,Cc1nnc(SCC(=O)N/N=C/c2cn(-c3ccccc3)nc2-c2ccc(F)cc2)n1-c1ccccc1
7%,-1%,0%,-7%,-3%,i,-19%,?,1%,O=C(/C=C/c1c(Cl)nc2ccccn12)N1CCCCC1
-19%[59 µM],40%[activator],2%,21%,-3%,-4%,-2%,-10%,3%,COc1ccc(C(=O)Nc2ccc3oc(-c4cccc5c(Br)cccc45)nc3c2)cc1
40µM*,12%,7%,33%[activator],-8%,i,7%,18%,2%,NS(=O)(=O)c1ccc(NC(=S)N2CCC(O)CC2)cc1
?,-8%,4%,?,-10%,-5%,-6%[11.4 µM],-1%,1%,O=C(CN1C(=O)c2cccc3cccc1c23)Nc1cccnc1

# The last 2 compounds of the part before open the next one.
G9a block,HP1b binding inh,Pin1 inh,POLI inh,BLM helicase inh,Tb PGK inh,JMJD2A Tudor,GLS inh,BAZ2B block,Compound
40µM*,12%,7%,33%[activator],-8%,i,7%,18%,2%,NS(=O)(=O)c1ccc(NC(=S)N2CCC(O)CC2)cc1
?,-8%,4%,?,-10%,-5%,-6%[11.4 µM],-1%,1%,O=C(CN1C(=O)c2cccc3cccc1c23)Nc1cccnc1
-44%,20%,-1%,21%,2%,-6%,-24%,24%,-31%,CCOC(=O)c1c(C)n(C)c2ccc(OC)c(NC(=O)CN3CCN(Cc4ccccc4)CC3)c12
?,51%[activator],-2%,-14%,-4%,-5%,13%[57.1 µM],14%,14%,COc1ccccc1NC(=O)N1CCC(c2nc3cc(C)c(C)cc3[nH]2)CC1
8%[0.501 µM],17%,1%,-18%&12%,·,-3%,-8%,2%,-2%,O=S(=O)(NCc1ccccc1)[C@@H]1CC2C=CC1C2 (some centres not stated)
-4%[59 µM],29%,3%,22%,2%,4%,-12%,7%,1%,CCn1c(=O)c2sccc2n2c(CCC(=O)N3CCN(c4ccc(C(C)=O)cc4)CC3)nnc12
56µM*,35%,-2%,8%,-3%,-8%,-13%,9%,-10%,CC(=O)C1=C(NC(=O)c2ccccc2F)C[C@@H]2[C@H]1C2(C)C
·,11%,24%,13%,2%,0%,-24%,2%,-31%,CCc1cc(=O)oc2c3c(cc(OCC(=O)Nc4cccnc4)c12)OC(C)(C)CC3
7%,75%[activator],-2%,14%,1%,-4%,-9%,-5%,-14%,CCCc1nnc(SCC(=O)N2CCCCC2C)n1CCOC (configuration not stated)
36%[59 µM],60%[activator],0%,8%,-7%,-8%,51%[activator],-2%,24%,CCS(=O)(=O)c1ccc(-c2csc(-c3ccccc3)n2)c(Cl)c1Cl
-10%,21%,-1%,15%,-2%,i,-14%,1%,-3%,C/C(=N/NC(=O)c1ccc2c(c1)OCO2)c1cccc([N+](=O)[O-])c1
22%[59 µM],2%,-3%,9%,-2%,-1%,-14%,13%,13%,NC(=O)c1cnn(Cc2ccc(Cl)cc2)c1N
·,25%,-3%,14%,-3%,-4%,-2%,1%,0%,COc1ccc(C(=O)N2CCN(c3ncccn3)CC2)cc1[N+](=O)[O-]
8%[59 µM],26%,-10%,21%,-6%,1%,-13%,-2%,-9%,CCOC(=O)c1ccc(NC(=O)CSc2c3c(nc4cc(Cl)ccc24)CCCC3)cc1
8.9µM*,?,?,191%[activator],-8%,-7%,-34%,-17%,-36%,NC(=O)[C@@H]1[C@@H]2C(=O)N(c3ccc(F)cc3)C(=O)[C@@H]2[C@H]2C=Cc3ccccc3N21
45µM*,38%[activator],1%,13%,-5%,3%,9%[57.1 µM],-3%,-10%,O=C(NCC(c1cccnc1)N1CCOCC1)c1cccs1 (configuration not stated)
0%,19%,16%,-11%,-13%,-3%,-9%,1%,1%,O=C(NC(=S)Nc1nc(-c2cccc([N+](=O)[O-])c2)cs1)c1ccccc1Cl
25%[59 µM],28%,3%,?,1%,-1%,-13%,-8%,8%,COc1ccc(/C=N/NC(=O)c2nc(-c3ccccc3)cc(-c3ccccc3)n2)cc1OC
-2%,28%,2%,17%,1%,-4%,-7%,-3%,7%,Cc1ccc(-c2c(C)n([O-])c3c([n+]2=O)CCCCC3)o1
25%,48%[activator][57 µM],2%,77%[activator],-11%,2%,49%[activator],4%,22%,C=CCOc1ccnc(-c2ccccc2)n1
?,-8%,15%,6%,-4%,-9%,-26%,-5%,9%,Cc1ccccc1NC(=O)c1sc(NC(=O)COc2ccccc2)c(C#N)c1C
·,6%,-3%,13%,5%,-8%,-25%,11%,-14%,COc1cc(CN2CCN(Cc3c[nH]c4ccccc34)CC2CCO)cc(OC)c1 (configuration not stated)

# As entered above.
# POLI inh with NC(=O)[C@@H]1[C@@H]2C(=O)N(c3ccc(F)cc3)C(=O)[C@@H]2[C@H]2C=Cc3ccccc3N21 : 191%[activator]
# HP1b binding inh with CCOC(=O)c1ccc(NC(=O)CSc2c3c(nc4cc(Cl)ccc24)CCCC3)cc1 : 26%

# (further entries)
G9a block,HP1b binding inh,Pin1 inh,POLI inh,BLM helicase inh,Tb PGK inh,JMJD2A Tudor,GLS inh,BAZ2B block,Compound
?,-8%,2%,122%[activator],4%,6%,-27%,1%,-37%,O=C(CNC(=O)C(c1ccccc1)c1ccccc1)N/N=C/c1ccc(O)c([N+](=O)[O-])c1
·,-2%,10%,-22%,-11%,·,-34%,·,·,COc1ccc(C(CCN2CCCC(C)C2)c2c(O)cc(OC)cc2OC)cc1 (configuration not stated)
0.63µM*,15%,1%,6%,0%,-8%,-13%,19%,1%,CCOC(=O)C(=O)NNc1cccc(C)c1C
0%[59 µM],22%,0%,-2%,1%,4%,-14%,4%,?,CCN(c1ccccc1)S(=O)(=O)c1nnc(NC(=O)c2ccccc2)s1
·,31%,-5%,21%,·,-10%,8%,-3%,·,O=c1c2c(-c3cccs3)csc2ncn1/N=C/c1ccccn1
-6%[59 µM],10%,6%,17%,2%,2%,-9%,30%[activator],7%,O=C(Cn1cnc2c(oc3ccccc32)c1=O)N1CCN(c2ccccc2)CC1
4%[0.501 µM],26%,10%,9%,·,8%,-14%,4%,0%,COc1ccc(C(=O)OCC(=O)Nc2ccc3[nH]c(=O)[nH]c3c2)c(OC)c1OC
12%,10%,-14%,-5%,0%,-5%,-18%,-11%,-1%,O=C(NC1CCC(O)CC1)c1cccc2cccnc12 (configuration not stated)
?,-13%,2%,-7%,-3%,-6%,-34%,-6%,?,CCOC(=O)COc1ccc(/C=C2/SC(=Nc3ccccc3)N(Cc3cccnc3)C2=O)cc1OC
-5%,36%,3%,30%,-2%,9%,-6%,0%,-2%,COc1ccc(C(=O)O/N=C2\CCS(=O)(=O)c3sccc32)cc1
5%[12.7 µM],23%,-2%,33%[activator],·,-7%,-12%,1%,-13%,CCN(CC(=O)Nc1ccccc1OC)C(=O)CN1C(=O)NC(C)(c2ccc(C)cc2)C1=O (configuration not stated)
